SW480 rerep: induces DNA re-replication in SW480 colon adenocarcinoma cells; Potency, µM (series often up to 46.1 µM), without a hit: at the top dose re-replication activation, actives largely listed as activators; 1.8% of 340,000 active; SW480 DNA re-replication, Hoechst DNA content imaging, 48 h; note: % of control where 0% means no effect; nearly all actives have a fitted effect of over 55% in size
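SW480 cells exposed to compounds for 48 hr at 37 C, 5% CO2, then Hoechst-stained 40 min. Nuclear DNA content imaged by fluorescence scanning (405 nm excitation, 500-530 nm emission); re-replication scored as increased high-intensity nuclei.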
TDP43 rescue: rescues yeast growth from TDP-43 toxicity; TDP-43 expressing yeast growth rescue, BacTiter-Glo, 24 h; Potency, µM (titrated, usually from 46.1 µM), for inactives: at the highest dose growth rescue (activation), usual class: activators; 1.8% of 410,000 active; note: % of control where 0% means no effect; nearly all actives have a fitted effect of over 50% in size
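Galactose-induced TDP-43 yeast, OD600=0.02, compound pinned; 24 hr, 30 deg C; BacTiter-Glo luminescence for growth. Inhibitors of TDP-43 toxicity read as activators.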
KB-3-1 cytotox: KB-3-1 parental cell cytotoxicity; KB-3-1 viability, CellTiter-Glo ATP luminescence, 72 h; Potency, µM (series often up to 46.1 µM), for the others: at the highest dose activity change, negative = cytotoxic, actives largely listed as cytotoxic; 1.4% of 400,000 active; AID 1347075; note: % is set by controls: 0 for no effect and ±100 for the full control effect; nearly all actives have a fitted effect of over 60% in size
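Using CellTiter-Glo luminescence, growth of non-resistant KB-3-1 adenocarcinoma cells is assessed 72 h after pin-tool compound addition at 37 °C. Normalized responses across the concentration series yield fitted curves.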
GLP1R inv ag: inverse agonists of human GLP-1 receptor; P43220; HEK293 GLP-1R CRE-luciferase, luminescence, 24 h; GLP-1R form is constitutively active; Potency, µM (highest dose often 38.3 µM), for inactives: at the highest dose activity change, negative = inhibition, usual class: inhibitors; 1.6% of 410,000 active; AID 624417; note: % is set by controls: 0 for no effect and ±100 for the full control effect; nearly all actives have a fitted effect of over 55% in size
Target sequence (P43220 whole entry, looked up): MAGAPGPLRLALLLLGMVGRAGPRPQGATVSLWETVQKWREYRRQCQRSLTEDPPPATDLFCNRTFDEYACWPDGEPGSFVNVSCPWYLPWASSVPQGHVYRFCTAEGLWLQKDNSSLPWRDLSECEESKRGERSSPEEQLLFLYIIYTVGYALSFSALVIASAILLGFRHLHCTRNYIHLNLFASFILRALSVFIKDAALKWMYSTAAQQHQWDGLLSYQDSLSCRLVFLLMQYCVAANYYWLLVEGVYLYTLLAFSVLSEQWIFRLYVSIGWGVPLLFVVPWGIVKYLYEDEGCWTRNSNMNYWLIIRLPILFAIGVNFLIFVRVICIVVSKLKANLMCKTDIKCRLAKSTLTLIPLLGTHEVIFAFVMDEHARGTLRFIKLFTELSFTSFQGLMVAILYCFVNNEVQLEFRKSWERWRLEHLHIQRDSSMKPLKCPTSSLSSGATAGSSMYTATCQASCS
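Luminescence readout: a drop in cAMP-driven luciferase signal flags inverse agonism at a constitutively active GLP-1R stably expressed in HEK293. Compound exposure lasted 24 hr at 37 deg C, 5% CO2.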
HT1080-NT tox: kills 2HG-producing HT-1080-NT fibrosarcoma cells. HT-1080-NT fibrosarcoma viability, CellTiter-Glo ATP luminescence, 48 h. Potency, µM (doses to about 46.1 µM), for inactives: at the top dose activity, negative = less viability, most hits filed as cytotoxic. 1.6% of 360,000 active;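 note: NT is the 2HG producing partner of a matched IDH1 knockdown line; 0% = DMSO-treated cells and -100% = media-only wells without cells; nearly all actives have a fitted effect of over 55% in size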
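HT-1080-NT fibrosarcoma cells (2HG-overproducing), 750 cells/well in RPMI with 5% FBS, dosed after 2 h and incubated 48 h at 37C. CellTiter-Glo luminescence normalized to DMSO and no-cell wells; concentration-response curves fitted and classed.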
KB-V1 MDR tox: KB-V1 MDR subline cytotoxicity. Potency, µM (highest dose often 46.1 µM), for the others: at the highest dose activity change, negative = cytotoxicity, usual class: cytotoxic. 3.4% of 400,000 active. KB-V1 MDR cells viability, CellTiter-Glo, 72 h; note: % is set by controls: 0 for no effect and ±100 for the full control effect; nearly all actives have a fitted effect of over 60% in size
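Luminescent ATP read-out (CellTiter-Glo, 10 min) measures survival of drug-selected KB-V1 MDR cells after 72 h, 37 degrees C compound exposure. Medium: phenol-red-free DMEM, 10% FBS. Values from fitted concentration-response curves.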
GLP1R ag: activates the human GLP-1 receptor; Potency, µM (doses to about 45.6 µM), inactives show top-dose activation, most hits filed as activators; HEK293 GLP-1R CRE-luciferase, luminescence, 4-6 h; cells express a hypersensitive GLP-1R form; 0.007% of 380,000 active; note: % of control where 0% means no effect
GLP1R cytotox: cytotoxicity counter-screen for GLP-1 receptor inverse agonists; HEK293 cAMP-luciferase reporter cells, luminescence, 24 h; Potency, µM (top dose mostly 38.3 µM), for inactives: top-dose activity change, negative = inhibition, most hits filed as inhibitors; 0.13% of 410,000 active; AID 624418;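 note: loss of luciferase light is scored as toxicity; % is set by controls: 0 for no effect and ±100 for the full control effect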
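A 23 nL compound transfer followed 12 hours of cell culture at 37 deg C; exposure then lasted 24 hr. Luciferase assay detection reagent was dispensed and plates read for luminescence after a 12 min room-temperature wait.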
HT1080 IDH1KD tx: toxicity to HT-1080 IDH1 knockdown cells (counter line); HT-1080 IDH1 knockdown viability, ATP luminescence, 48 h; Potency, µM (titrated, usually from 46.1 µM), inactives show at the top dose activity, negative = toxicity, most hits filed as cytotoxic; 2% of 360,000 active;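 note: 0% = DMSO wells and -100% = cell-free medium wells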
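In this qHTS, HT-1080 cells depleted of IDH1 are exposed for 48 h at 37 °C to compound titrations. Toxicity is scored from CellTiter-Glo luminescence, with DMSO as full viability and medium alone as none.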
The depositor's hits bear a star; u = inconclusive; x = not tested or not shown; & = joins results of further samples; [ ] = remark or other dose. Calls come from the whole dose curve; as a rule, active = well fitted curve in the direction sought with a large enough effect; inconclusive = small, poorly fitted or top-dose-only effect, or another doubt; inactive = no such curve, though single readings can be large; an effect the other way counts as inactive or inconclusive. Potency is the fitted concentration of half-maximal effect.

#	Molecule	SW480 rerep	TDP43 rescue	KB-3-1 cytotox	GLP1R inv ag	HT1080-NT tox	KB-V1 MDR tox	GLP1R ag	GLP1R cytotox	HT1080 IDH1KD tx
1	CCn1cnnc1SCC(=O)NCC1COc2ccccc2O1 (stereo not given)	-42%[inhibitor]	20%	12%	-1%	3%	11%	-6%	-11%	10%
2	CCOc1ccc(N2CC(C(=O)NCCCc3ccccc3)CC2=O)cc1 (stereo not given)	12%	-1%	x	-26%	0%	x	2%	-2%	1%
3	CC1CCCN(C(=O)CSc2c3c(nc4cc(Cl)ccc24)CCCC3)C1 (stereo not given)	x	18µM*	17%	-6%	x	3%	x	2%	x
4	CCOC(=O)c1sc(/S(C)=N\S(=O)(=O)c2cccc(Cl)c2)c2c1CCC=C2 (stereo not given)	-24%	2%	-9%	-21%	-2%	-19%	-3%	-7%	6%
5	C[C@@H]1CN([C@H](C)CO)S(=O)(=O)c2ccc(Br)cc2O[C@@H]1CN(C)Cc1ccc(C(=O)O)cc1	x	0%	u	3%	3%	32%	5%	5%	1%
6	COC(=O)Cc1cc(OC)c(OC)cc1Cc1cc(OC)c(OC)cc1CC(=O)OC	-1%	-19%	4%	11%	-5%	-27%	3%	3%	-4%[9.24 µM]
7	COC(=O)C1=C(COc2ccc(F)cc2)NC(=O)NC1c1ccc(C)cc1C (stereo not given)	1%	-18%	-2%	0%	-14%	0%	1%	0%	-21%
8	COc1ccc(C(=O)Nc2ccnn2C2CCN(Cc3ccncc3)CC2)cc1	-2%	8%	1%	-23%	1%	1%	-1%	-5%	16%
9	COc1ccc(OC)c(NC(=O)C2CCCN2C(=O)NC2CCCCC2)c1 (stereo not given)	-8%	-13%	0%	6%	-7%	-8%	7%	-8%	-10%
10	C=C(C)CSc1ncc(-c2cccc(C(F)(F)F)c2)cn1	5%	-6%	1%	0%	4%	24%	0%	3%	0%
11	COc1ccc(CCNC(=O)CSc2nc(-c3ccco3)cc(C(F)(F)F)n2)cc1	-4%	-10%	-13%	-16%	-1%	u	3%	6%	13%
12	CN1CCN(S(=O)(=O)c2cccc(C(=O)N(C)CC(=O)Nc3ccc(Cl)c(Cl)c3)c2)CC1	-5%	-1%	-4%	u	-24%	-35%	-4%	-9%	-28%
13	O=C(Cn1c(CO)nc2ccccc21)Nc1ccccc1Cl	0%	22%	-7%	-1%	6%	14%	16%	-6%	1%
14	O=C1Nc2ccccc2C12NCCc1c2[nH]c2ccccc12 (stereo not given)	-10%	-21%	-1%	0%	-12%	9%	3%	5%	-21%
15	CCOc1ccccc1NC(=O)CSc1nnc2ccc(-c3cccnc3)nn12	u	0%	-1%	83%[activator]	-11%	-4%	20%	2%	-5%
16	Cc1nc(NCc2ccc(S(N)(=O)=O)cc2)c2c(C)c(C)sc2n1	3%	-6%	-23%	-2%	-21%	20%	10%	u	u
17	COC(=O)c1c(NC(=O)c2c(OC)cccc2OC)sc2c1CCCC2	x	0%	-13%	0%	x	-23%	x	4%	x
18	COc1ccc(CNC(=O)CCS(=O)(=O)c2cc(Br)cc3c2N(C(=O)C2CC2)CC3)cc1	x	13%	26%	9%	x	-3%	x	3%	x
19	Cc1ccc(C(NC(N)=O)c2ccccc2C)cc1 (stereo not given)	2%	-12%	-9%	5%	u	6%	6%	2%	-6%
20	CCN1CCCc2cc(CN(CCN3CCOCC3)C(=S)Nc3cccc(Cl)c3)ccc21	13%	-2%	-2%	u	-7%	7%	15%	-21%	-21%
21	Cc1ccc(OCCSc2nnc(-c3cccs3)o2)cc1	x	26%	-10%	u	x	9%	x	9%	x
22	O=C1N/C(=C/c2cccn2-c2ccccc2)C(=O)N1Cc1ccccc1F	u	-22%	u	-11%	-18%	-13%	1%	-3%[1.53 µM]	-15%
23	Cc1ccc(C)c(N2C(=O)CC(N3CCN(Cc4ccc5c(c4)OCO5)CC3)C2=O)c1 (stereo not given)	1%	-35%[inhibitor]	-1%	-21%	-5%	-7%	-3%	-14%	6%
24	COc1ccc(CN2CN(S(=O)(=O)c3cccs3)c3nc4ccccc4nc32)cc1	9%	10%	7%	12%	11%	2%	17%	8%	2%
25	CCS(=O)(=O)Nc1cccc(C2=NN(S(=O)(=O)c3ccccc3)C(c3cccs3)C2)c1 (stereo not given)	u	-12%	-6%	u	-8%	-5%	9%	-3%	u
26	CC(/C=C1\SC(=S)N(C(C(=O)O)C(C)C)C1=O)=C\c1ccccc1 (stereo not given)	1%	-71%[inhibitor]	15%	-28%	-24%	u	0%	u	-17%
27	NS(=O)(=O)c1cccc(NS(=O)(=O)c2ccc3ccccc3c2)c1	3%	16%	-15%	1%	-3%	-3%	13%	2%	5%
28	CCN(CC(=O)Nc1ccccc1C(F)(F)F)C(=O)c1ccc(N2CCCC2=O)cc1	-2%	0%	0%	8%	-2%	1%	-7%	1%	0%
29	O=C(NO)c1ccccc1O	-3%&-6%	22%	0%	-13%	22%	8%	3%	2%	12%
30	CC1CCCCC12NC(=O)N(CC(=O)NC1CCCc3ccccc31)C2=O (stereo not given)	x	-7%	0%	-21%	8%	-32%	-1%	4%	8%
31	CCOC(=O)c1cc(NC(=O)C2CCCO2)cc(C(=O)OCC)c1 (stereo not given)	-11%	2%	-6%	0%	21%	13µM*	-11%	7%	1%
32	CCOC(=O)c1sc(NC(=O)CSc2nc(C)cc(C)c2C#N)c(C#N)c1C	-3%	1%	-14%	7%	7%	0%	3%	27%	10%
33	CSc1ncc(Cl)c(C(=O)N(C)c2ccccc2)n1	x	14%	-23%	6%	x	-1%	x	1%	x
34	CCCCN(C(=O)CSc1nnc(-c2ccccc2)o1)c1c(N)n(CCC)c(=O)[nH]c1=O	-6%	15%	0%	9%	0%[9.24 µM]	0%	-2%	-12%	12%
35	Oc1cccc(-c2nc3c4c(ncn3n2)-c2ccccc2CC42CCCC2)c1	-4%	-5%	-3%	u	u	7.3µM*	-16%	u	11µM*
36	COc1ccc(CC(=O)OCC(=O)NCc2ccc(F)cc2)cc1	-7%	3%	5%	7%	-1%	-5%	6%	10%	11%
37	CC(=O)c1ccc(OCc2cc(C(=O)N3CCN(c4ccccc4)CC3C)no2)cc1 (stereo not given)	u	u	0%	u	-6%	-5%	12%	-5%	-6%
38	CN1CCN(C(=O)CN(C)S(=O)(=O)c2ccc3ccccc3c2)CC1	-1%	11%	6%	16%	7%	-19%	6%	5%	0%
39	O=C(COC(=O)CCCOc1ccccc1)NC1CCS(=O)(=O)C1 (stereo not given)	-15%	-5%	-5%	0%	1%	6%	3%	1%	-2%
40	O=C(/C=C/c1ccc(O)cc1)OCc1occc(=O)c1O[C@@H]1OC(CO)[C@@H](O)[C@H](O)[C@@H]1O (stereo not given in full)	u	6%	0%	16%	3%	21%	5%	2%	4%
41	CCOC(=O)c1c(NC(=O)CCCC(=O)O)sc2c1CCC2	-12%	17%	0%	15%	5%	5%	1%	-12%	-2%
42	C=CCn1c(O)c2ccc(C(=O)N=NC(=O)COc3ccc(OC)cc3)cc2c1O	-5%	18%	24%	13%	5%	u	-16%	0%	12%
43	COc1ccccc1NC(=O)c1ccc(Br)o1	-9%	-7%	0%	u	-14%	-17%	7%	-10%	-8%
44	CCN1C(=O)[C@@H]2[C@@H](c3ccc(-c4ccc(F)cc4)c(OC)c3)N3CCC[C@@]3(C(=O)OC)[C@@H]2C1=O	-1%	3%	-1%	u	-7%	9%	0%	-19%	2%
45	COc1ccc(N2CCN(Cc3nc(N)nc(N4CCCc5ccccc54)n3)CC2)cc1	-8%	-3%	-3%	-2%	1%	-13%	12%	23%	-3%
46	Cc1ccccc1OC1C(=O)N(CC2CCCO2)C1c1ccc2c(c1)OCO2 (stereo not given)	-10%	7%	3%	u	2%	5%	21%	-9%	-3%
47	Cc1cc(C)cc(C(=O)Nc2ccc(-c3nc4ncccc4o3)cc2)c1	x	0%	-16%	0%	x	-8%	x	-3%	x
48	Cn1cc(C2=C(c3ccc(Cl)cc3Cl)C(=O)NC2=O)c2ccccc21	u	u	-26%&0%	u	3%	u	11%	-6%	-27%
49	Cc1ccc(CNC(=O)CCCn2c(=O)c3ccccc3n(CC(=O)C(C)(C)C)c2=O)cc1	x	u	0%	u	x	-8%	-1%	3%	x
50	Cc1onc(-c2c(Cl)cccc2Cl)c1C(=O)Nc1c(C)n(C)n(-c2ccccc2)c1=O	-1%	4%	8%	0%	1%	6%	-7%	5%	3%

Continued.
#	Molecule	SW480 rerep	TDP43 rescue	KB-3-1 cytotox	GLP1R inv ag	HT1080-NT tox	KB-V1 MDR tox	GLP1R ag	GLP1R cytotox	HT1080 IDH1KD tx
51	CCOC(=O)C1CCN(C(=O)c2cc3c(=O)n4cccc(C)c4nc3s2)CC1	3%	20%	24%	26%	2%	u	13%	-10%	17%
52	CCN1CNC(=S)N(c2ccccc2OC)C1	-4%	5%	7%	4%	21%	u	6%	4%	16%
53	Cc1ccccc1Cn1cc(NS(=O)(=O)c2cn(C)nc2C)cn1	-12%	15%	1%	14%	20%	11%	4%	7%	25%
54	Cc1cc(C)c(C)c(OCC(=O)O/N=C(\N)c2ccncc2)c1	12%	u	-1%	u	-7%	-19%	34%	-1%	-10%
55	O=C1CN(C(=O)COc2ccc(Cl)cc2Cl)c2ccccc2N1	-7%	-7%	4%	2%	-4%	-8%	10%	2%	-8%
56	CCCNC(=O)c1ccccc1NC(=O)c1ccccc1N(C)S(=O)(=O)c1ccc(C)cc1	u	17%	18µM*	u	u	u	-6%	-27%	u

An excerpt from above in order of the GLP1R inv ag value, rising.
nr | SMILES | SW480 rerep | GLP1R inv ag | GLP1R ag
55 | O=C1CN(C(=O)COc2ccc(Cl)cc2Cl)c2ccccc2N1 | -7% | 2% | 10%
52 | CCN1CNC(=S)N(c2ccccc2OC)C1 | -4% | 4% | 6%
51 | CCOC(=O)C1CCN(C(=O)c2cc3c(=O)n4cccc(C)c4nc3s2)CC1 | 3% | 26% | 13%

From PubChem
